# WRN inhibitor = blocks human WRN helicase; Q14191; WRN helicase unwinding, fluorescent forked duplex, kinetic; Potency, µM (top dose mostly 114 µM), without a hit: top-dose activity change, negative = inhibition, actives largely listed as inhibitors; hit rate 0.46% among 360,000; further: potency means the concentration at half of the fitted maximal effect; on the % scale 0 is the no-effect control and ±100 the full control effect; nearly all actives have a fitted effect of over 55% in size
#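 Screening of the MLSMR collection measured strand separation of a quenched forked DNA duplex (100 nM) by 20 nM WRN with 2 mM ATP, all final. Compounds were preincubated with enzyme 15 min at room temperature.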
# EPAC2 ag = agonists of human EPAC2 (RAPGEF4); Q8WZA2; EPAC2 activation, biochemical qHTS; response scale: 100% = 6.5 mM cAMP response; Potency, µM (titrated, usually from 154 µM), inactives show top-dose activation, usual class: activators; hit rate 0.079% among 360,000; further: potency means the concentration at half of the fitted maximal effect; nearly all actives have a fitted effect of over 50% in size
#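 EPAC2 (100 nM) mixed with Rap1B loaded with BODIPY-GDP (250 nM) plus 50 uM unlabeled GDP; compounds pinned in, 5 min RT, then read every 5 min for 30 min (ex 480, em 540 nm). Normalized to cAMP control.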
# IL-2 act = IL-2 activation | IL-2 activation reporter assay, cell-based qHTS; stimulated with anti-CD3/CD4/CD28 beads; in transgenic mouse T cells | activation, % (series mostly up to about 46 µM) | hit rate 0.065% among 360,000 | AID 652025; in the data active means activation above about 50%; inconclusive means mostly about 30% to 49%; further: 0% is about no effect
#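 Unstimulated transgenic mouse T cells; 60-min compound exposure; bead-based TCR/CD4/CD28 stimulation; 18 h culture, 37 degrees C; dual fluorescence (EGFP, DsRed) plate cytometry.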
# PLK1 PBD inh = PLK1 (human) polo-box domain binding inhibition. Potency, µM, for inactives: max response, negative = inhibition, usual class: inhibitors. P53350. hit rate 2.8% among 360,000. AID 720504. Plk1 PBD binding of FITC phosphopeptide, fluorescence polarization; further: potency means the concentration at half of the fitted maximal effect; series mostly up to about 57 µM; on the % scale 0 is the no-effect control and ±100 the full control effect; nearly all actives have a fitted effect of over 65% in size
# EPAC1 agonist = EPAC1 (human) agonism | Potency, µM (doses to about 154 µM), inactives show at the top dose activation, usual class: activators | hit rate 0.073% among 360,000 | AID 720707 | EPAC1 agonist qHTS, biochemical assay; response scale: 100% = response to 6.5 mM cAMP; further: potency means the concentration at half of the fitted maximal effect; nearly all actives have a fitted effect of over 60% in size
# Target sequence (O95398 whole entry, looked up): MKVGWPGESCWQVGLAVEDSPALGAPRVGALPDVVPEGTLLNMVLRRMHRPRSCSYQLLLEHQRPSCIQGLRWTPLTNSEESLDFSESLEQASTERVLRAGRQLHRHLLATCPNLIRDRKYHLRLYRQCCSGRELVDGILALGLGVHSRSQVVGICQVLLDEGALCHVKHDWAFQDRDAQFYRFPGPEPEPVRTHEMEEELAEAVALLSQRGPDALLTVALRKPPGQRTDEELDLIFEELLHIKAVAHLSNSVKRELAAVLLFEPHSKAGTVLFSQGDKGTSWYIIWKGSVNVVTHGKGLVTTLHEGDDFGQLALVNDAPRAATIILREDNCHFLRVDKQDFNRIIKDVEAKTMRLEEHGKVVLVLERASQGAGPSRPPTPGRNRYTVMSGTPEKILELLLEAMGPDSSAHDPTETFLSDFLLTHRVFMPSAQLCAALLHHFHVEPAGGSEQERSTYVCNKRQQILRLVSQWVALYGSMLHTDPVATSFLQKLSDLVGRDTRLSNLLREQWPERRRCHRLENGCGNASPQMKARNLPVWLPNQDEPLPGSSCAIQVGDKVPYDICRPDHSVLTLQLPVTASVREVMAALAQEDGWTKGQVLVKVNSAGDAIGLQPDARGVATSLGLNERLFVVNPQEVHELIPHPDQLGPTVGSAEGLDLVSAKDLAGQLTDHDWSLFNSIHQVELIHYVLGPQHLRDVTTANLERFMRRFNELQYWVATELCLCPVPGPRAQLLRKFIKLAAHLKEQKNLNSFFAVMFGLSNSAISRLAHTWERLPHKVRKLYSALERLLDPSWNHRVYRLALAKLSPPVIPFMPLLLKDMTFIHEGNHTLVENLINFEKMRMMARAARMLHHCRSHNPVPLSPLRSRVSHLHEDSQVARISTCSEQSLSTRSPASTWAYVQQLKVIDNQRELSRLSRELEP
#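 Read-out is the fluorescence drop as BODIPY-GDP leaves Rap1B (480 nm excitation, 540 nm emission), recorded every 5 minutes over 30 minutes. Reactions held 100 nM EPAC1, 250 nM Rap1B–BODIPY-GDP and 50 uM GDP, with 6.5 mM cAMP setting full activation.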
# EPAC1 antagonist = EPAC1 (human) antagonism; O95398; EPAC1 GEF assay, Rap1b-BODIPY-GDP exchange fluorescence; Potency, µM (top dose mostly 115 µM), inactives show at the top dose activity change, negative = inhibition, hits mostly inhibitors; hit rate 0.14% among 360,000; AID 720709;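 further: potency means the concentration at half of the fitted maximal effect; plate controls were vehicle for no effect and positive control for full effect; nearly all actives have a fitted effect of over 50% in size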
# CCT modulator = changes cytosolic chaperonin activity | hit rate 0.3% among 360,000 | purified chaperonin ATPase assay, HTRF ADP detection, 30 min | activity change, % (concentration not given with the values), hits read low; in the data active means activity change below about -30%; further: on the % scale 0 is the no-effect control and ±100 the full control effect
#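 Enzyme 40 or 20 nM (batch-dependent) in Tris pH 7.4/KCl/MgCl2/DTT; cpd 76 uM single point; ATP 10 uM; 30 min 37 °C; Transcreener ADP HTRF detection, 30 min RT; ratio 665/615.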
# PI5P4Ka inh = inhibitors of human PI5P4K alpha; P48426; PI5P4Kalpha enzyme, ADP-Glo luminescence, 60 min; active compounds read low; max response, %; hit rate 1.2% among 330,000; AID 652105; active means max response of -50% or lower; inconclusive means between -30% and -50%; inactive means -30% or higher; further: value at the top dose of about 77 µM; on the % scale 0 is the no-effect control and ±100 the full control effect
#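 Controls without substrate or without enzyme flank wells where PI5P4Kalpha converts substrate using 5 microM ATP (final). Incubation lasts 60 minutes at room temperature; ADP formed is read by ADP-Glo luminescence.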
# Starred values were filed as active, the others as inactive; ? = inconclusive; / = not tested or not shown; [ ] = remark or other dose. Unless noted, the call rests on the fitted dose curve; in most records, active means well fitted curve in the direction sought with a large enough effect; inconclusive means small, poorly fitted or top-dose-only effect, or another doubt; inactive means no such curve, though single readings can be large; an effect the other way counts as inactive or inconclusive. These rows are one share of the data, so the mix of outcomes need not match the whole.
# Value order: WRN inhibitor	EPAC2 ag	IL-2 act	PLK1 PBD inh	EPAC1 agonist	EPAC1 antagonist	CCT modulator	PI5P4Ka inh
> CC(C)(C)OC(=O)N(CCc1ccccc1)Cc1ccc(OCc2cccc(NC(=O)C3CCC3)c2)cc1
    -5%	10%	-0.4	-2%	-1%	-12%	-0.2	3
> COc1ccc(C(=O)c2ccccc2)c2c(O)ccc(C(=O)c3ccccc3)c12
    -9%	6.3µM*	-0.4	-6%	-14%	-1%	-1.7	-10
> CCCCn1nnnc1SCC(=O)Nc1ccc(N(C)C)cc1
    7%	6%	0.0	-13%	4%	-12%	-0.3	3
> CC(NC(=O)c1nn(C)c2c1CS(=O)(=O)c1ccccc1-2)c1ccccc1 (configuration not stated)
    -3%	-1%	6.2	-2%	-3%	0%	0.7	1
> CC(=O)c1ccc(N(C(=O)CNC(=O)c2ccco2)C(C(=O)NC2CCCC2)c2ccncc2)cc1 (configuration not stated)
    -2%	0%	0.8	-4%	3%	3%	2.0	12
> O=C(CCC(=O)Nc1ccc(F)cc1)N/N=C/c1ccccc1
    -2%	3%	-0.5	1%	0%	-16%	5.2	1
> NC(=O)CC(NC(=O)Cc1cccc2ccccc12)c1ccc(NCCc2ccc(F)cc2)c([N+](=O)[O-])c1 (configuration not stated)
    6%	-9%	0.1	-4%	4%	1%	-1.8	-7
> CCOC(=O)c1ccc(NC(=O)CSc2nc3sc(C(=O)O)c(C)c3c(=O)[nH]2)cc1
    -20%	-5%	-0.1	-5%	2%	7%	-2.6	-81*
> Cc1ccc(S(=O)(=O)N(CCC(=O)NCc2ccc(S(N)(=O)=O)cc2)c2ccccc2)cc1
    -32%	7%	0.4	-2%	10%	0%	-2.9	-8
> O=C1CN(C(=O)c2ccccc2)c2ccccc2N1
    2%	5%	-2.8	-4%	-2%	-2%	-3.7	-5
> COc1ccc(C(C#N)=C2C=C(Cl)C(=NO)C=C2Cl)cc1
    -21%	5%	-4.4	21µM*	-13%	-25%	-0.2	-30
> Cc1ccccc1CNC(=O)C(=O)NCC1CCCN1S(=O)(=O)c1cccs1 (configuration not stated)
    -3%	10%	-0.3	-8%	5%	6%	-1.2	-5
> Cn1cnc2cc(NCc3cccs3)ccc21
    2%	-7%	0.3	-11%	5%	-5%	-2.1	-5
> CCOC(=O)N(C)C[C@H]1OCc2cnnn2CCCC(=O)N([C@H](C)CO)C[C@H]1C
    0%	12%	0.2	-6%	6%	11%	1.1	-2
> Cc1cccc(C)c1NC(=O)CCN1C(=O)C2C3CCC(C3)C2C1=O (configuration not stated)
    8%	-4%	-1.7	1%	2%	-2%	0.2	-1
> COc1cc(OC)c(NS(=O)(=O)c2cc(Br)cnc2N)cc1Cl
    0%[57.1 µM]	-2%	-2.9	-2%	-3%	-1%	-0.5	-3
> O=C(Cn1c(=O)n(-c2ccccc2)c(=O)c2sccc21)N1CCCC1
    -9%	2%	-0.4	-10%	3%	3%	0.2	/
> O=C(Nc1cccc(Cl)c1)c1nc[nH]c1C(=O)NCCN(CCNC(=O)c1[nH]cnc1C(=O)Nc1cccc(Cl)c1)CCNC(=O)c1[nH]cnc1C(=O)Nc1cccc(Cl)c1
    -1%	-1%	0.9	6%	-5%	16%	-0.5	-9
> O=C(CCCn1c(=O)[nH]c2ccsc2c1=O)NCc1cccs1
    -9%	-5%	1.4	-2%	-4%	3%	-1.9	/
> CCc1nnc(SCC(=O)Nc2nccs2)n1CC
    -3%	5%	-2.0	-8%	-2%	-3%	0.2	-5
> CCN(CC)C(=O)Cn1cc(C(=O)C(=O)N(CC)C2CCCCC2)c2ccccc21
    1%	-6%	-0.7	3%	-4%	8%	-1.0	-2
> Cc1ccc(S(=O)(=O)N2CCN(c3cccc(C)c3)CC2)cc1
    5%	14%	0.8	4%	-7%	-18%	-3.5	-1
> Cc1ccc(NS(=O)(=O)c2c(C(=O)N3CCCCCC3)c(C)n(C)c2C)c(Cl)c1
    4%	2%	2.2	-11%	-14%	-24%	-0.3	-2
> COc1cc(NC(=O)c2cnn3c(C)cc(C)nc23)c(OC)cc1Cl
    -22%	9%	-2.5	?	8%	5%	-0.6	-15
> CCOP(=O)(OCC)c1nc(-c2ccc(C)cc2)oc1N1CCOCC1
    3%	1%	-1.2	-5%	1%	2%	-1.8	/
> CCc1c(C2(O)CCCCC2)[nH]c2cc(C(F)(F)F)ccc12
    -14%	-4%	0.1	-1%	-26%	-26%	-0.5	20
> O=C1CSC(c2ccc(Cl)cc2)N1C1CCCCC1 (configuration not stated)
    4%	2%	0.1	-9%	8%	-14%	-0.1	1
> CCN(CC)C(C(=O)Nc1ccc2c(c1)OCO2)c1ccccc1 (configuration not stated)
    -6%	4%	-1.1	-7%	9%	-19%	0.0	-8
> O=C(NCc1ccco1)Nc1ccc([N+](=O)[O-])cc1
    0%	8%	-2.1	-9%	4%	8%	-0.6	0
> COC(=O)C(=CC(=CN(C)C)C=C(C(=O)OC)C(=O)OC)C(=O)OC
    -29%	10%	0.3	-7%	7%	-2%	-6.3	0
> CC(C)CC(NC(=O)C(CO)NC(=O)C1CCC(=O)N1)C(N)=O (configuration not stated)
    -14%[57.1 µM]	3%	-0.8	0%	2%	9%	1.7	-3
> CCN(Cc1ccccc1OC)CC1CCCN(CCc2cccc(OC)c2)C1 (configuration not stated)
    -20%	4%	0.4	-9%	-7%	4%	-1.5	-2
> O=C(Nc1cc(=O)[nH]c2ncnn12)c1ccco1
    -7%	4%	0.4	-15%	0%	-2%	-1.4	?
> Cc1onc(-c2ccccc2)c1C(=O)NCc1ccccc1F
    -3%	-5%	-1.5	6%	-4%	2%	0.5	5
> O=C(c1ccc(NS(=O)(=O)c2ccc(F)cc2)cc1)N1CCCCCC1
    0%	4%	1.3	-4%	8%	-17%	0.8	0
> CC(C)c1ccc(NC(=O)c2ccc(NS(C)(=O)=O)cc2)cc1
    3%[57.1 µM]	-6%	-1.0	?	-9%	-20%	-2.3	3
> [2H]c1c([2H])c([2H])c(C(=O)c2sc(N3CCCCCC3)nc2-c2ccccc2)c([2H])c1[2H]
    -29%	17%	-0.3	-14%	24%	-13%	2.0	-4
> O=S1(=O)C=C(Oc2ccc(F)cc2)c2ccccc21
    -4%	6%	0.8	-3%	6%	1%	-1.9	1
> Cc1cc(C)nc(OC(=O)c2c(Cl)cc(Cl)cc2Cl)n1
    -1%	2%	1.8	-4%	-3%	-10%	-3.2	-2
> O=C(O)C1CCCCC1C(=O)NC1CCCCC1 (configuration not stated)
    1%	-2%	-3.2	0%	-7%	-1%	1.4	/
> CC(C)(C)NC(=O)C1CCN(c2ccc(S(=O)(=O)N3CCOCC3)cc2Cl)CC1
    10%	-11%	-0.8	-2%	3%	-15%	0.1	2
> CSc1ccc(S(=O)(=O)NCC(=O)OCC(=O)N2CCC(C)CC2)cc1[N+](=O)[O-]
    -2%	-6%	0.1	-2%	-4%	-13%	-1.2	-9
> COc1ccccc1C(=O)N/C(=C\c1ccc(Br)cc1)C(=O)NCCO
    3%	7%	-3.2	-8%	-4%	-2%	0.6	-1
> O=C(Cn1cc(C(=O)c2ccco2)c2ccccc21)Nc1ccccc1F
    -11%	-4%	-1.4	-9%	6%	9%	-1.8	9
> O=C(NCc1cccc(Cl)c1)c1cnccn1
    -1%	7%	0.7	-8%	4%	10%	-4.6	/
> Cc1ccc(Oc2ncc(CN3CCOCC3)s2)cc1
    -2%	10%	6.7	-8%	7%	12%	-0.2	0
> Cc1ccc(Cn2c(C3CCCN3c3nc(C)cs3)nc3cc(C(F)(F)F)ccc32)cc1 (configuration not stated)
    -5%	-3%	0.0	-11%	-8%	-14%	-0.7	-1
> COc1ccc(N2CC(O)=C(c3nc(-c4ccc(F)cc4)cs3)C2=N)cc1Cl
    -4%	6%	-2.6	-29%	-1%	-7%	2.4	-15
> O=C(Nc1nccs1)c1ccc(-c2ccc(Cl)cc2Cl)o1
    -3%	7%	-1.2	-23%	0%	0%	-2.7	1
> CCC1(c2ccc(F)cc2)NC(=O)N(CC(=O)c2ccc[nH]2)C1=O (configuration not stated)
    6%[57.1 µM]	5%	-0.6	-2%	-2%	8%	1.2	?
> CSC12CCCN(CCC(C(C)(C)C)C1)C2=O (configuration not stated)
    -3%	4%	0.3	-11%	3%	-17%	0.1	-1
> CN(c1ccc(C(=O)NC2CCCC2)cc1)S(=O)(=O)c1ccc(Cl)cc1
    6%	16%	-3.2	-13%	1%	-8%	-0.9	-2
> CC12CC3(C)CC(C)(C1)CC(C(=O)NCc1cccnc1)(C2)C3
    0%	4%	3.8	-3%	-11%	0%	2.4	11
> COc1cc(C(=O)Nc2ccc(Nc3ccccc3)cc2)cc(OC)c1OC
    -2%	10%	0.5	3%	0%	23%	2.6	0
> O=C(Nc1ccc(S(=O)(=O)N2CCCCC2)cc1)C1CC1
    1%[57.1 µM]	14%	0.5	-12%	-1%	-20%	-1.5	2
> CC1(C)CC(=O)c2sc(N3CCCCC3)nc2C1
    -6%	-20%	-0.2	-6%	0%	-22%	2.3	1
> CC(C)c1nccn1S(=O)(=O)c1cc(Cl)ccc1Cl
    -5%	3%	1.7	-3%	-2%	-3%	0.8	-10
> CN(c1ccc(Cl)cc1)c1cc2c(c3c1ccn3C)C1CCC2C1 (configuration not stated)
    -7%	8%	0.7	-2%	16%	0%	-1.1	19
> O=C(CCC(=O)Nc1ccccc1)NNC(=O)c1cccs1
    -7%	4%	-0.4	-3%	2%	-3%	0.5	/
> Cc1ccc(NC(=S)NCc2ccco2)c(C)c1
    -12%	17%	0.0	-17%	8%	-3%	-2.2	4
> COCCCn1c(SC(C)C(=O)NC2CC2)nc2ccccc2c1=O (configuration not stated)
    -12%	4%	-0.5	-10%	-1%	-21%	1.7	-3
> CC(=O)NC1CCC(OC(=O)Nc2ccccc2)CC1 (configuration not stated)
    -7%	-4%	1.0	-1%	3%	-4%	-1.1	7

# 2 compounds picked at random from those above, as already listed:
# Value order: WRN inhibitor	EPAC2 ag	IL-2 act	PLK1 PBD inh	EPAC1 agonist	EPAC1 antagonist	CCT modulator	PI5P4Ka inh
> Cc1ccc(NC(=S)NCc2ccco2)c(C)c1
    -12%	17%	0.0	-17%	8%	-3%	-2.2	4
> CCN(Cc1ccccc1OC)CC1CCCN(CCc2cccc(OC)c2)C1 (configuration not stated)
    -20%	4%	0.4	-9%	-7%	4%	-1.5	-2
